HIF-2a inh = HIF-2a reporter inhibitors, primary screen, luminescence, 786-0 RCC cells | 360,000 compounds, 0.72% hits | AID 624352, 2012 | 786-0 RCC cells HIF-2a reporter, luciferase luminescence, overnight | inhibition, % at 18.8 µM;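 active = inhibition of the luminescence signal of 40% or more relative to plate controls, in a single-dose primary screen at 18.75 µM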
CF NFkB block = inhibitors of PAF-induced NF-kB signaling, primary screen, cell-based, GFP fluorescence, uHTS. 360,000 compounds, 0.86% hits. inhibition, % at 5 µM. AID 588850, 2011. KKLEB NF-kB-GFP reporter, GFP fluorescence overnight;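 active = at least 50% inhibition at 5 µM, scaled per plate between neutral and stimulator controls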;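 note: PAF is a Pseudomonas aeruginosa culture filtrate used as stimulus; plate controls were PAF-stimulated DMSO wells for no effect and unstimulated DMSO wells for full effect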
TRAIL sens C8 = viability loss with TRAIL in NB7+C8 cells, primary screen, TRAIL sensitizer project, cell-based, ATPlite luminescence. inhibition (viability loss, TRAIL sensitization), % at 10 µM. 360,000 compounds, 1% hits. AID 624354, 2012;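 active = compounds causing at least 50% loss of cell viability in the single-dose screen, relative to plate controls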
iPSC survival up = enhancers of single-cell hiPSC survival, primary screen, ATPlite luminescence | 100% = ROCK inhibitor wells, 0% = DMSO | 360,000 compounds, 0.044% hits | AID 602274, 2012 | survival enhancement, % at 20 µM; in the data active = survival enhancement above about 18%;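 note: cells exposed to compounds for 16 hours before the ATP read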
Peg3 promoter = Peg3 promoter-driven luciferase inhibitors, primary screen, cell-based, HeLa, luciferase luminescence; 360,000 compounds, 1.7% hits; AID 588405, 2011; inhibition, % at 20 µM; HeLa PEG-Prom luciferase reporter, overnight;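 active = inhibition of at least 50% at 20 µM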
KKLEB cytotox = cytotoxicity in KKLEB CF airway cells, primary screen, cytotoxicity control for CF NF-kB inhibitor project, cell-based, uHTS, fluorescence assay plates | KKLEB CF airway cells viability, ATPlite luminescence, overnight; hits give low values; cells stimulated with P. aeruginosa culture filtrate | activity change (cytotoxicity), % at 5 µM | 360,000 compounds, 0.36% hits | AID 602141, 2011;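 active = corrected activity change at or below -50% at 5 µM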
MITF TRPM1 inh = inhibitors of MITF-dependent TRPM1 promoter reporter, primary screen, cell-based, SK-MEL-5, single point, luciferase. 330,000 compounds, 0.83% hits. inhibition, % at 12.5 µM. AID 488899, 2010. SK-MEL-5 TRPM1 promoter luciferase, 24 h;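 active = mean inhibition across replicates of 60% or more, whatever share of single replicates reaches that level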; note: values of inactives mirror those of a sister screen read the other way
Shn3 3UTR inh = reduction of Shn3 3'UTR firefly luciferase signal, primary screen, Schnurri-3 inhibitor project, cell-based, Clone20 osteoblasts, set 2; Clone20 osteoblast Shn3 3'UTR firefly luciferase, 24 h; inhibition, % at 12.5 µM; 360,000 compounds, 0.52% hits;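 active = mean inhibition of at least 75% with every replicate also reaching 75%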;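 note: 0% = median of neutral control wells and 100% = pilot-screen positive control compound; some compounds past the cut are filed as inactive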
NR2E3 ag-1 = inhibitors of NR2E3-RetCOR corepressor binding, primary screen, NR2E3 agonist project, biochemical, TR-FRET, GST-NR2E3, biotin-RetCOR | 320,000 compounds, 0.12% hits | AID 2300, 2010 | inhibition of corepressor binding, % at 4.78 µM | Photoreceptor-specific nuclear receptor (Homo sapiens), Q9Y5X4 | 1536-well;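 active = percent inhibition above the cutoff of mean plus 3 SD of all tested compounds, set per screening campaign, cut at about 20% in these data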;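 note: 0% = DMSO wells and 100% = biotin wells as full block of FRET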
Target sequence (Q9Y5X4 whole entry, looked up): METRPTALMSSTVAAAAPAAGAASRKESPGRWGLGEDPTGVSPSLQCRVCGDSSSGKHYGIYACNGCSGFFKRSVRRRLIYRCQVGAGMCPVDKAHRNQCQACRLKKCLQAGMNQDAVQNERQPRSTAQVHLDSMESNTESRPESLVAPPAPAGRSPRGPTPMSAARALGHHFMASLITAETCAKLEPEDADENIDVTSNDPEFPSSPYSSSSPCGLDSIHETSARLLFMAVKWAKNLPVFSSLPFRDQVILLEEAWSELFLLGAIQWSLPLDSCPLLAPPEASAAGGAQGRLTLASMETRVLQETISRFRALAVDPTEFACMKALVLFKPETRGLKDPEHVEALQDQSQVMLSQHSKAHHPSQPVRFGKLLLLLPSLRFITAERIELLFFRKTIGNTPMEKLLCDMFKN
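Assay system: NR2E3–RetCOR corepressor complex. Quantity: 1.35 nM GST-NR2E3. Buffer or medium: pH 7.5 Tris-based buffer. Reagent: biotinylated RetCOR corepressor at 7 nM final. Schedule: 5 h at 4 °C. Detection: TR-FRET, emission read at 617 and 671 nm. Replicates: one well per compound, singlicate testing.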
EBV LMP1 NFkB = EBV LMP1-driven NF-kappaB luciferase reporter inhibitors, primary screen, cell-based, luminescence, single point; inhibition, % at 12.5 µM; 350,000 compounds, 0.69% hits; LMP1-induced NF-kappaB luciferase reporter cells; in the data active = inhibition above about 41%;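 note: 0% = neutral control wells and 100% = reference inhibitor control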
NR2E3 ag-2 = NR2E3 agonists in two-hybrid cells, primary screen, cell-based, luminescence, CHO-S, Gal4-NCOR/VP16-NR2E3; Photoreceptor-specific nuclear receptor (Homo sapiens), Q9Y5X4; luciferase; inhibition of corepressor binding, % at 3.98 µM; 360,000 compounds, 0.35% hits; AID 602229, 2012;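 active = inhibition above the mean of all tested compounds plus 3 SD, cut at about 70% in these data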;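 note: 0% = DMSO with NR2E3 transfected cells and 100% = cells lacking NR2E3 construct; higher means lower luciferase signal from less NR2E3 corepressor binding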
Starred values were filed as active, the others as inactive; . = no result given. The list is partial (hit frequency here may not be typical).

Compound	MITF TRPM1 inh	NR2E3 ag-1	TRAIL sens C8	EBV LMP1 NFkB	Peg3 promoter	HIF-2a inh	iPSC survival up	Shn3 3UTR inh	KKLEB cytotox	CF NFkB block	NR2E3 ag-2
COc1ccc(C(C)C)cc1S(=O)(=O)N1CCC(C(=O)N2CCN(C)CC2)CC1	-10	-4	-4	5	8	15	-0.4	-5	-5	25	17
COc1ccc(S(=O)(=O)N2CCN(C(=O)c3cccs3)CC2)cc1OC	3	4	-5	-3	19	15	3.8	13	9	-10	-16
CC(C)Sc1ccc([N+](=O)[O-])cc1C(=O)Nc1ccncc1	5	6	-7	-6	12	17	-0.3	-3	-10	-4	-17
NS(=O)(=O)c1ccc2nc(NC(=O)Nc3ccc(F)cc3)sc2c1	-38	-1	31	-19	-358	-196	0.0	-24	-6	0	-60
COc1ccc(C(=O)c2ccc3oc(-c4ccc(OC)cc4)c(C#CCCO)c3c2)cc1	-4	2	25	-1	17	-18	0.6	-5	0	-18	-10
Cc1c(-c2nc3ccccc3[nH]2)cnn1C	-42	6	-12	-4	-61	-98	-0.1	-18	12	-16	-24
C[C@H](CO)N1C[C@H](C)[C@@H](CN(C)C(=O)c2cccnc2)Oc2ncc(Br)cc2C1=O	.	.	2	-7	-3	19	2.3	2	-10	-9	-25
Cc1noc(C)c1C(=O)N1CCC1(C)C(=O)NS(=O)(=O)c1ccccc1Cl (stereo not given)	.	.	-6	.	7	21	-2.5	6	8	0	6
CC(NC(=O)c1cccs1)c1nnc(SCc2ccc(Cl)cc2Cl)n1C (stereo not given)	-3	4	3	-5	13	7	11	5	3	-5	1
C=CC[C@@H](CC(=O)N[C@@H](CO)Cc1ccccc1)C(=O)N[C@H](COC(=O)[C@H](CC=C)CC(=O)OC(C)(C)C)Cc1c[nH]c2ccccc12	2	.	13	-17	25	4	0.1	17	6	14	6
O=C(/C=C/c1ccccc1[N+](=O)[O-])OCC(=O)N1CCN(c2ccccc2)CC1	.	.	0	8	-8	13	-0.9	-5	7	-14	-61
Cc1c(Cl)cnc(NC(=O)COC(=O)[C@@H](NC(=O)c2ccco2)C(C)C)c1Cl	4	.	1	-3	-13	3	-0.4	4	10	22	10
CCOc1ccccc1NC(=O)Nc1cccc(C(C)=O)c1	2	1	-10	-6	-36	-50	-1.2	11	4	-11	-26
O=C(Nc1nc(-c2ccc3c(c2)OCCO3)cs1)c1ccc(Br)o1	.	.	-12	1	-85	-78	-1.4	11	-10	7	-55
O=C(NCc1ccccn1)c1ccc2c(c1)N(Cc1ccccc1)CCS2	8	-4	-3	-15	8	3	0.5	6	1	6	-14
COc1ccc(OC(=O)COc2ccccc2C)cc1	.	0	8	.	8	5	0.7	-3	7	-34	19
O=C(CCc1nnc(Cc2ccc3c(c2)OCO3)o1)NCCc1ccccc1Cl	-2	3	-4	2	-12	-15	2.1	-2	-6	-14	24
COCCNC(=S)N/N=C(\C)c1ccccc1OC	-1	3	-1	-1	16	7	0.8	0	4	-4	-8
Cc1ccccc1N1C(=O)c2cccc3cccc(c23)C1=O	7	-4	11	6	4	7	-0.6	11	-1	8	7
CCCOc1ccc(F)cc1-c1cc(C(=O)NCc2cccs2)[nH]n1	.	.	-11	.	-2	-5	4.9	8	0	-3	3
Cn1c(=O)[nH]c(=O)c2c1nc(N1CCOCC1)n2CC(O)COc1ccc2ccccc2c1 (stereo not given)	1	0	-9	2	6	25	1.4	-7	-10	2	-10
c1nnnn1C12CC3CC(CC(C3)C1)C2	-1	-1	-3	-2	17	17	1.3	0	-5	10	0
Cc1[nH]c2ccccc2c1C(c1ccncc1)N1CCN(c2ccccn2)CC1 (stereo not given)	-9	-1	0	-21	2	15	-0.1	7	-1	25	-14
Cc1cc(OCC(=O)N[C@@H](Cc2c[nH]c3ccccc23)C(=O)O)c2c(C)c(C)c(=O)oc2c1	.	-3	-17	-8	-10	12	2.8	-9	16	-14	5
CCN(c1ccccc1)S(=O)(=O)c1c[nH]c2ccc([N+](=O)[O-])cc12	-9	-1	-13	0	29	22	-0.5	4	-3	-12	2

Compound	MITF TRPM1 inh	NR2E3 ag-1	TRAIL sens C8	EBV LMP1 NFkB	Peg3 promoter	HIF-2a inh	iPSC survival up	Shn3 3UTR inh	KKLEB cytotox	CF NFkB block	NR2E3 ag-2
COC(=O)c1cc(Cl)c(NC(=O)/C=C/c2ccc(OC)c(OC)c2)cc1OC	4	0	0	10	25	-9	3.5	7	-24	18	-6
O=C1S/C(=C\c2ccccn2)C(=O)N1Cc1ccccc1F	-10	0	-10	2	-31	-7	-0.4	-9	-18	12	-22
NC(c1csc(Nc2ccc(C(=O)NCCO)cc2)n1)C1CCCCC1 (stereo not given)	.	.	-15	.	6	8	-1.5	1	1	-22	24
COc1ccc(-c2nc(O)c3cnccn23)cc1	0	-2	4	6	1	17	1.9	2	-8	1	-6
CCOc1c2ccccc2nn1CCO	9	0	15	-3	-8	8	-0.9	0	8	0	12
CC(C)C[C@@H](N)c1nnc(SCC(=O)c2ccc(Cl)cc2)o1	10	0	-2	5	10	57*	-2.5	17	-9	14	-10
CCCNC(=O)c1sc2c(c1C(=O)Nc1ccccn1)CCCC2	8	1	1	2	22	-35	-0.4	10	0	-21	-5
CC(=O)Nc1cc2c(cc1Cl)-c1ccc(F)cc1C2O (stereo not given)	6	.	-4	-15	-52	-71	-0.3	-12	2	-16	-46
Cc1cc(C)n(S(=O)(=O)c2ccc3oc(=O)ccc3c2)n1	0	1	4	-9	-4	10	0.1	-5	10	5	14
COc1ccc(N2C(=O)C(Cl)=C(Nc3ccccc3OC)C2=O)cc1	-12	1	-11	14	7	-14	2.1	12	-9	-11	-22
O=C(Nc1ccc(Cl)cc1)N(C1=NCCC1)c1ccc(OC(F)F)cc1	-41	2	-24	-22	-48	-316	-0.6	-63	-11	2	-18
C/C(=N\Nc1nc2ccccc2[nH]1)c1cc2ccccc2o1	-4	2	59*	-23	-175	-192	-3.2	-27	-34	-4	-51
O=C(CN(Cc1ccccc1)C(=O)CCC(=O)Nc1nccs1)NCc1ccc(F)cc1	3	0	10	3	10	14	-0.1	-1	-3	-5	0
CCOc1cc(N2CCOCC2)c(OCC)cc1NC(=O)c1cccc(N(C)C)c1	-7	-1	-2	0	6	-32	-0.5	5	4	4	-20
Cn1c(CN2CCOCC2)nnc1SCC(=O)NC1CCCCC1	3	-3	-21	13	-5	-1	-1.2	-90	-2	-10	-4
Cc1cc(NC(=O)CSc2nnc(-c3c[nH]c4ccccc34)n2C)no1	13	-2	-13	4	13	3	2.8	15	4	8	3
CC(c1ccccn1)N(CCN(C)C)C(=S)Nc1ccccc1F (stereo not given)	2	-3	6	-1	2	14	2.2	-3	10	6	-3
Cc1cccc(C(=O)N(c2ccccn2)C(C)c2ccco2)c1 (stereo not given)	-10	4	8	-1	8	-3	0.2	-7	20	-2	-20
O=C(Nc1ccc2c(c1)OCO2)Nc1ccc(Br)cn1	-69	5	10	-35	-255	-290	2.2	-73	15	-19	-126
Cc1c(C)c2ccc(OCC(=O)Nc3ccc(N4CCC(C)CC4)cc3)cc2oc1=O	2	-1	25	34	-6	-12	-0.3	19	2	6	-8
O=C(NC1CCCC1)C1CC(=O)N(CCc2ccccc2)C1 (stereo not given)	9	-1	-8	-11	13	14	1.5	12	9	6	3
CCN(C[C@H]1N[C@@](CC)(C(=O)OC)[C@H]2C(=O)N(C)C(=O)[C@@H]12)C(=O)C1CCCCC1	-5	.	-10	-2	2	5	-0.8	35	4	11	-1
O=C1c2ccccc2C(=O)N1CCC#Cc1ccc2cc(C3(O)CCCCC3)oc(=O)c2c1	1	2	28	8	-12	-6	0.4	20	-12	2	-25
CC(=O)Nc1ccc(-c2ccnc3c2CC(C)(C(=O)Nc2cccc(C(F)(F)F)c2)O3)cc1 (stereo not given)	.	.	7	.	25	14	3.6	18	-4	-4	17
CN(c1ccc(C(=O)Nc2ccccn2)cc1)S(=O)(=O)c1ccccc1	-35	2	3	-13	-92	-114	-1.5	-16	22	7	-26

Compound	MITF TRPM1 inh	NR2E3 ag-1	TRAIL sens C8	EBV LMP1 NFkB	Peg3 promoter	HIF-2a inh	iPSC survival up	Shn3 3UTR inh	KKLEB cytotox	CF NFkB block	NR2E3 ag-2
O=C(c1cncc(Br)c1)N1CCN(S(=O)(=O)c2ccccc2)CC1	-4	4	11	-6	14	9	0.1	-16	-2	4	-7
CCn1c(CNC(=O)c2ccc(Cl)cc2)nnc1SCC(=O)NC1=NCCS1	-5	0	-11	2	10	9	-0.3	-4	-4	-2	-22
CCOC(=O)/C(=N\Nc1ccccc1)c1csc(Nc2ccc(C)cc2)n1	-3	4	-10	3	-45	-8	-3.5	-19	8	-16	6
COc1ccc(NS(=O)(=O)c2cccc(C(=O)NNC(=O)c3ccccc3O)c2)cc1	16	3	12	21	-1	-51	-0.1	6	5	-30	-12
CCOC(=O)N1CCN(C(=O)CSc2ncccn2)CC1	-3	4	-7	-4	-8	15	1.8	-5	-12	-6	-20
Cc1ccc(C(=O)NCCNC(=O)CN2CCCC2)cc1	0	0	-2	-11	27	-2	-0.1	-1	-22	8	-14
Cc1cccc(NS(=O)(=O)c2ccc(NC(=O)CN(c3cc([N+](=O)[O-])ccc3C)S(C)(=O)=O)cc2)c1	9	-3	4	-88	59*	31	-1.8	65	4	-4	22
CC(C)COC(=O)N1CCCCC1c1cc(C(=O)N2CCOCC2)no1 (stereo not given)	.	.	-2	.	-6	5	0.7	11	15	-6	-11
CC(C)c1[nH]nc2c1C(c1ccc(OC(=O)c3ccco3)cc1)C(C#N)=C(N)O2 (stereo not given)	5	4	0	-13	9	-14	1.1	-21	1	3	7
C=CC[C@H](CC(=O)NCCO)C(=O)N[C@@H](COC(=O)[C@@H](CC=C)Cc1ccc(F)cc1)Cc1ccccc1	13	.	11	36	3	17	11	2	5	15	4
O=C(c1ccc2c(=O)n(C3CCCC3)c(=S)[nH]c2c1)N1CCc2ccccc21	14	2	-2	-7	9	26	-0.6	34	-8	14	-12
CC(=O)c1cnn(-c2cc(Oc3cccc(C)c3)ncn2)c1C	-10	-1	-14	-7	-52	-28	-0.8	-12	6	-7	-2
Cc1ccccc1OCc1nc2ccccc2c(=O)n1/N=C/c1cn[nH]c1-c1ccccc1	-26	2	4	1	40	-15	1.8	-39	-5	28	-21
